# Assay outcomes (PubChem)
# HT1080 cytotoxicity: cytotoxicity in HT1080 fibrosarcoma cells, cell-based, fluorescence readout (AID 620). cytotoxicity, % at 10 µM; hits with a dose series show EC50 in µM. actives 0.42% (n = 87,000). HT1080 viability, fluorescence; higher % means a stronger effect; in the data active means cytotoxicity above about 50%;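 further: cells exposed to compound overnight then 4 h with Alamar Blue; 0% = vehicle DMSO and 100% = killing control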
# * = called active by the depositor.
mol,HT1080 cytotoxicity
N#CC(c1ccc(O)cc1)N1CCOCC1 (stereo unspecified),13.0%
CS(=O)(=O)N(CC(=O)N1CCN(C(c2ccccc2)c2ccccc2)CC1)C1CCCCC1,0.5%
CC1CN(S(=O)(=O)c2cccc(-c3csc(-c4ccccc4)n3)c2)CC(C)O1 (stereo unspecified),-12.0%
C=CCNc1nc(Nc2ccc(OC)cc2)nc(OCC)n1,3.3%
CCCCNC(=O)C(c1ccc(-c2ccccc2)cc1)N(CCN1CCOCC1)C(=O)CCCCCN1C(=O)NC(c2ccc([N+](=O)[O-])cc2)C(C(=O)OCc2ccccc2)=C1C (stereo unspecified),-21.0%
CCN(CC)c1ncnc2c1sc1nc(C)cc(C)c12,8.1%
COc1cccc(OCCOc2ccccc2OC(C)C)c1,-16.8%
Cc1ccc(S(=O)(=O)N2CCN(S(=O)(=O)N3CCOCC3)CC2)cc1C,-4.4%
O=C(Cn1c(=O)oc2ccccc21)NC(=O)NCc1ccccc1,0.7%
Cc1ccc2nc(SCC(=O)Nc3ccccc3N3CCOCC3)c(C#N)cc2c1,5.9%
O=C(O)CNc1nc(Cl)ccc1[N+](=O)[O-],-13.2%
CN(C)/N=C/C=C1\CC/C(=C\c2ccc(Br)cc2)C1=O,-22.1%

# Retrieved one by one from the entries so far, four records:
mol,HT1080 cytotoxicity
CN(C)/N=C/C=C1\CC/C(=C\c2ccc(Br)cc2)C1=O,-22.1%
N#CC(c1ccc(O)cc1)N1CCOCC1 (stereo unspecified),13.0%
Cc1ccc(S(=O)(=O)N2CCN(S(=O)(=O)N3CCOCC3)CC2)cc1C,-4.4%
CC1CN(S(=O)(=O)c2cccc(-c3csc(-c4ccccc4)n3)c2)CC(C)O1 (stereo unspecified),-12.0%

# Remaining list, next part
mol,HT1080 cytotoxicity
CSc1nccc(-c2cc(Cl)sc2Cl)n1,-5.5%
Cc1c(Nc2nc3ccccc3nc2NS(=O)(=O)c2cccs2)c(=O)n(-c2ccccc2)n1C,-14.5%
CCn1ncc(C2=NOC(C(=O)Nc3ccc(C)cc3)C2)c1C (stereo unspecified),7.8%
Cc1cccc(-n2c(O)c(C=NC3CCS(=O)(=O)C3)c3ccccc3c2=O)c1 (stereo unspecified),-2.7%
CSc1nc(C)cc(OCCO)n1,-9.6%
CC(Oc1ccccc1)c1ccnn1S(C)(=O)=O (stereo unspecified),5.6%
CCC(=O)Nc1ccc2c(c1)OCCO2,-17.9%
O=C1CCCN1c1ccc(S(=O)(=O)NCCc2ccc(Cl)cc2)cc1,2.0%
COC(=O)[C@@]1(Cc2ccc(OC)cc2)[C@H]2c3cc(C(=O)N(C)C)n(Cc4ccc(OC)c(OC)c4)c3C[C@H]2CN1C(=O)c1ccccc1,-33.6%
Cc1nn(-c2ccccc2)c(Cl)c1C(=O)OC(C)C(=O)NC(=O)NC1CCCCC1 (stereo unspecified),-6.8%
CC(NC(=O)CSc1nnc(-c2cc3cc(Cl)ccc3o2)n1C)c1ccccc1 (stereo unspecified),3.5%
Cc1cccc(OC(=O)c2cn(C)nc2C(F)(F)F)c1C,11.7%

# (list continues)
mol,HT1080 cytotoxicity
CCN(/N=C/c1cccs1)c1cc(=O)n(C)c(=O)[nH]1,5.7%
Cc1cc(NC(=O)COC(=O)[C@H](Cc2c[nH]c3ccccc23)NC(=O)c2ccc(F)cc2)no1,-10.3%
COc1ccccc1/C=N/NC(=Nc1ccc(C)cc1)c1nc2ccccc2s1,-6.5%
CCC1Sc2ccccc2N(CC(=O)NCc2ccccc2OC)C1=O (stereo unspecified),13.1%
Cc1csc(=NC(=O)c2ccccc2)n1C,10.1%
CCOC(=O)c1cnn(-c2c(Cc3ccccc3)c(C)nc3c(-c4ccccc4)c(C)nn23)c1N,-2.4%
COc1ccc(CCNC(=S)Nc2cccc(C)c2C)cc1,-19.7%
O=C(NC1CCCCC1)C(c1cccs1)N(Cc1cccs1)C(=O)c1cccs1 (stereo unspecified),8.7%
O=C(Nc1ccc(N2CCN(C(=O)c3ccco3)CC2)cc1)C(c1ccccc1)c1ccccc1,-0.8%
COC(=O)c1ccc(C23CC4(C2)[C@H](CN(CC2CCCCC2)[C@@H]4c2ccccc2)C3c2ccccc2)cc1 (stereo partly specified),-19.6%
CCOC(=O)C1=C(CC)Nc2ccccc2N=C1NC(=O)c1ccc(S(=O)(=O)N(C)C)cc1,-9.6%
Cc1ccc(OCCCC(=O)NC(C)c2ccccc2)cc1 (stereo unspecified),-12.1%

# Next entries follow.
mol,HT1080 cytotoxicity
CCCn1c2c(c(O)c(C(=O)NCc3ccccc3)c1=O)CCCC2,-6.7%
CCOC(=O)CSc1nc(C)c2ccc(C)cc2n1,-6.0%
Cc1cc(C)cc(NC(=O)N2CCCC2C(=O)Nc2ccc(-n3cnnn3)c(C)c2)c1 (stereo unspecified),6.3%
CC12CCC(C(=O)N(CSC(=S)N/N=C\c3ccccc3O)C1=O)C2(C)C (stereo unspecified),2.7%
CCCCNC(=S)NNC(=O)c1csc(C(C)C)c1,2.3%
O=C(NCc1ccco1)c1ccc(Cn2c(=O)c3ccccc3n(Cc3cccc(Cl)c3)c2=O)cc1,3.0%
CC(=O)N1c2c(ccc3ccccc23)C(C)CC12CCCCC2 (stereo unspecified),-17.2%
CN1C(=S)SC(/[N+]([O-])=C\c2ccc(Cl)cc2)C1(C)C (stereo unspecified),-12.1%
CCOC(=O)Cc1csc(NC(=O)CSc2nnnn2-c2ccc(C)cc2C)n1,-6.7%
CCOc1ccccc1C(=O)N1CCC(C(=O)c2ccc(F)cc2)CC1,5.6%
CCOC(=O)c1[nH]c(C)c(C(=O)OCC(=O)N2CCc3ccccc32)c1C,6.7%
CCOc1nc(NC2CCCCC2)nc(NC(C)(C)C)n1,-21.7%

# The listing continues:
mol,HT1080 cytotoxicity
O=C(CCCOc1ccccc1)N1CCN(c2ccc(F)cc2)CC1,-9.9%
COC(=O)N1[C@H](C)C=C[C@]1(Cc1ccccc1)C(=O)NCc1ccccn1,-17.6%
CC(C)Cn1c(SCC(=O)NCc2ccc(Cl)cc2)nnc1-c1cccc(S(=O)(=O)N2CCOCC2)c1,-16.7%
O=C1C(C=NC2CC2)=C(O)c2ccccc21,-3.6%
O=C(Nc1ccccc1)Nc1ccccc1C(=O)NCc1ccccc1,6.9%
O=c1[nH]c(=O)n(Cc2ccco2)c2c1C(C(F)(F)F)(C(F)(F)F)N=C(c1ccc(F)cc1)N2,-3.1%
Nc1nc(-c2cccc(Br)c2)cs1,10.1%
O=C(NC(=S)Nc1cccc(Cl)c1N1CCCC1)c1ccc(-c2cccc([N+](=O)[O-])c2)o1,-6.9%
O=C(CCS(=O)(=O)c1ccc(Br)cc1)Nc1ccc2c(c1)OCO2,-23.7%
CCC(CC)c1nnc(NC(=O)Oc2ccccc2)s1,-10.1%
COc1ccc(-c2nnc(SCC(=O)Oc3ccc(C)cc3)o2)cc1,21.0%
CCOC(=O)N1CCN(c2c(NCCCN(CC)CC)c(=O)c2=O)CC1,-7.5%

# Later entries.
mol,HT1080 cytotoxicity
Cc1cccc(OCC(=O)Nc2cccc3nsnc23)c1,9.7%
C=CCn1c(Cc2cccs2)nnc1SCC(=O)NCc1ccco1,10.6%
CCc1cc(/C(Cc2csc(C)n2)=N/O)c(O)cc1O,-1.2%
CN1CCC(=NNC(=O)C(=O)NC(C)(C)C)CC1,2.1%
c1ccc(-n2nc3ccccc3n2)cc1,5.5%
CCOC(=O)C1=C(CCc2ccccc2)NC(=O)NC1c1ccc(Br)cc1 (stereo unspecified),-4.7%
Cc1c(-c2ccccc2)[n+](=O)c2c(n1[O-])CCC2,-2.2%
CN1CCC(N(C)C(=O)CCc2nc3ccccc3c(=O)[nH]2)CC1,-13.3%
COc1cccc(CNC(=O)C(=O)NCC2CCCO2)c1 (stereo unspecified),9.5%
CCC(C)N(C(=O)COC(=O)CCc1c[nH]c2ccccc12)C1CCS(=O)(=O)C1 (stereo unspecified),-2.6%
Cc1ccc(SCCC(=O)NC(C)(C)C)cc1,1.3%
Cc1ccc2oc(-c3cccc(NC(=O)c4ccc(Br)o4)c3C)nc2c1,-15.2%

# Sorted by SMILES length (falling): 5 of the compounds above.
mol,HT1080 cytotoxicity
O=c1[nH]c(=O)n(Cc2ccco2)c2c1C(C(F)(F)F)(C(F)(F)F)N=C(c1ccc(F)cc1)N2,-3.1%
CCOC(=O)Cc1csc(NC(=O)CSc2nnnn2-c2ccc(C)cc2C)n1,-6.7%
CCOc1ccccc1C(=O)N1CCC(C(=O)c2ccc(F)cc2)CC1,5.6%
O=C(Nc1ccccc1)Nc1ccccc1C(=O)NCc1ccccc1,6.9%
Cc1csc(=NC(=O)c2ccccc2)n1C,10.1%

# Further records:
mol,HT1080 cytotoxicity
O=C1NCCCC2c3c(cc(Br)c(O)c3Br)OC12N1CCCCC1 (stereo unspecified),-4.0%
COc1ccc(NC(C)=O)cc1NC(C)C(=O)Nc1cccc2ccccc12 (stereo unspecified),-0.7%
Cc1cccc(OCCn2nc(C(=O)O)c3ccccc3c2=O)c1,-4.4%
Cc1ccc(C(=O)O)cc1S(=O)(=O)N1CCCC1,5.5%
O=C(Nc1cccnc1)c1ccccc1O,-7.8%
CC1=C(C(=O)OCc2ccccc2)C(c2ccccc2Cl)NC(=O)N1CCCCCC(=O)O (stereo unspecified),-6.3%
CN(CC(=O)N1CCN(c2ccccc2F)CC1)S(=O)(=O)c1cnc[nH]1,-0.8%
CCCCC(=O)NC(=S)NNC(=O)CC,5.0%
N#Cc1c(/N=C/c2ccc(Br)s2)sc2c1CCC2,-0.9%
COC(=O)c1cccc(NS(=O)(=O)c2ccc(OC)c(OC)c2)c1C,-6.8%
CN(C)CCC(=O)NCC1OCCc2ccccc21 (stereo unspecified),1.9%
Cc1cc(C)c(NC(=O)c2ccoc2C)c(C)c1,1.3%

# Compounds above that contain a CF3 group (two):
mol,HT1080 cytotoxicity
Cc1cccc(OC(=O)c2cn(C)nc2C(F)(F)F)c1C,11.7%
O=c1[nH]c(=O)n(Cc2ccco2)c2c1C(C(F)(F)F)(C(F)(F)F)N=C(c1ccc(F)cc1)N2,-3.1%

# Other compounds
mol,HT1080 cytotoxicity
COC(=O)c1c(NC(=O)c2ccccc2)sc2c1CC(C)(C)OC2,2.0%
COc1ccc(C(=O)Nc2c(Cl)cc(Cl)cc2C(=O)NCCN2CCOCC2)cc1,-6.0%
O=C(CSc1nnc(C2CC2)n1-c1ccccc1)NCCc1ccc(F)cc1,-6.1%
COc1ccc(C(=O)Nc2ccc(S(=O)(=O)NC(C)C)cc2)cc1,-12.3%
CCCCN(CC)C(=O)c1cc2cc3ccc(OC)cc3nc2o1,-8.4%
O=C(N1CCOCC1)N1CCN(c2ccccc2)CC1,0.2%
Cc1ccc(C)c(NC2=C(Cl)C(=O)OC2OC(=O)c2ccco2)c1 (stereo unspecified),7.7%
CC1(c2ccccc2)NC(=O)N(CC(=O)NCCC2=CCCCC2)C1=O (stereo unspecified),-11.8%
CC(=O)Nc1cccc(C(=O)NC(C)c2ccc(S(N)(=O)=O)cc2)c1 (stereo unspecified),8.6%
CC(C)(C)n1nnnc1C(c1cccs1)N(Cc1cccnc1)Cc1ccccc1Cl (stereo unspecified),-15.6%
CC(Oc1ccccc1F)C(=O)Nc1ccc2ccccc2c1 (stereo unspecified),0.8%
O=C1CC(c2ccccc2)CCc2sccc2N1 (stereo unspecified),4.1%

# (list continues)
mol,HT1080 cytotoxicity
CN(Cc1ccccc1)S(=O)(=O)c1ccc(OCC(=O)N2CCOCC2)cc1,-2.6%
CN1CCN(C2=Cc3ccc(Cl)cc3Sc3ccc(F)cc32)CC1,-15.4%
COc1cc(C2Nc3ccc4ncccc4c3C3=C2C(=O)CC(C)(C)C3)cc(OC)c1O (stereo unspecified),-12.8%
Cc1ccc(NC2=NCC(=O)N2Cc2ccccc2)c(C)c1,-14.9%
CCCCP(=O)(CCCC)Cc1ccccc1,-10.2%
C=CCn1c(SCC(=O)Nc2sccc2C(N)=O)nc2sc(CC)cc2c1=O,-5.5%
CCOC(=O)c1c(-c2ccc(C)o2)csc1NC(=O)CN1CCOCC1,2.1%
C/C(=C\C(=O)O)C12CC3CC(CC(C3)C1)C2,1.0%
O=C(NCCc1ccccc1)C1CCN(S(=O)(=O)c2ccccc2)CC1,7.1%
CCCCN(CCNP(=O)(OCC)OCC)CP(=O)(OCC)OCC,-2.7%
Cc1ccc(C(=O)O)cc1-c1ccc(/C=C2/NC(=O)N(c3ccccc3)C2=O)o1,-2.9%
O=C(Nc1ccncc1)C1CC1c1ccccc1 (stereo unspecified),-12.7%

# Later entries.
mol,HT1080 cytotoxicity
Cc1occc1C(=O)N1N=C(C2CC2)CC1(O)C(F)(F)F (stereo unspecified),-10.9%
CCOc1cc2[nH]c(=S)n(CCN3CCCCC3CC)c(=O)c2cc1OCC (stereo unspecified),-10.8%
O=C(Nc1ccc(N2CCN(C(=O)c3ccccc3)CC2)c(Cl)c1)c1cccnc1,-4.9%
CC(=O)N1CCN(Cc2nc3cc(NC(=O)c4ccc(Cl)cc4)ccc3n2C)CC1,-1.8%
Nc1c(C(=O)NCc2ccco2)nnn1CC(=O)Nc1ccccc1,5.9%
O=C(NC1CCCC1)C(c1ccccc1)N(C(=O)c1ccco1)C1CCCC1 (stereo unspecified),-8.4%
CCOc1ccc(C(=O)Nc2ccccc2N2CCCC2)cc1,-12.6%
CCC(C)(C)NC(=O)C(c1ccccc1)N(Cc1cccs1)C(=O)Cn1nnc2ccccc21 (stereo unspecified),-3.9%
Cc1ccc(NC2=NCC(=O)N2CCc2ccccc2)cc1C,-8.7%
CCOC(=O)c1c(NC(=O)CSc2nnnn2-c2ccc(OC)cc2)sc(C)c1C,0.9%
O=C(OCC(=O)N1CCN(C(=O)c2ccco2)CC1)c1cc(-c2ccco2)nc2ccccc12,-0.3%
COc1ccccc1-c1noc(-c2cccs2)n1,-6.3%
COCC(C)n1c(C)cc(C(=O)CN2C(=O)NC(Cc3c[nH]c4ccccc34)C2=O)c1C (stereo unspecified),-4.9%
CCCCCCNCCn1cnc2c(N)ncnc21,10.6%

# A portion of the library (hit frequency here may not be typical).
